TDP2 absorb = blocks human TDP2 phosphodiesterase activity; recombinant TDP2, T5PNP hydrolysis, p-nitrophenol absorbance 415 nm; inhibition, % at 12.8 µM; 0.34% of 370,000 active; AID 720702;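 active = inhibition above the mean of all tested compounds plus 3 SD, set per campaign, cut at about 25% in these data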;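 also: 0% = DMSO with enzyme and 100% = buffer with substrate but no TDP2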
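System – recombinant human TDP2 · Amount – 120 nM TDP2 per well · Buffer or medium – Mg2+-containing Tris-HCl buffer, pH 7.5 · Reagent – T5PNP substrate, 5 mM · Dosing – 12.8 µM single point, 1% DMSO · Incubation – 2 h at 37 °C · Measured by – epi absorbance · Read-out basis – percent inhibition · Benchmarks – high control without enzyme, low control DMSO plus TDP2 · Repeats – singlicate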
ASAP1 inh = ASAP1 ArfGAP inhibition; inhibition, % at 16.5 µM; Q9ULH1; 0.19% of 360,000 active; ASAP1-stimulated ARF1 GTP hydrolysis, GDP FP detection; in the data active = inhibition above about 25%;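 also: 0% = vehicle with enzyme and substrate and 100% = no enzyme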
ADAM17 inh = inhibitors of human ADAM17; recombinant ADAM17, EDANS/DABCYL FRET peptide cleavage; inhibition, % at 6.95 µM; 0.83% of 370,000 active; AID 720648;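 active = inhibition above the mean of compounds lying between control limits plus 3 SD, set per campaign, cut at about 8.5% in these data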;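 also: 0% = DMSO-only wells as the low control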
Tn7 DDE FP = disrupts Tn7 cyclic peptide binding to fibrin D-Dimer-E complex; P02675; FP displacement of FITC-Tn7 peptide from fibrin DD(E); 0% = median of compound wells per plate; inhibition, % at 8.3 µM; 0.13% of 370,000 active; AID 720508;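 active = inhibition above the mean of compounds falling within the control limits plus 3 SD of them, cut at about 14% in these data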;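 also: 0% = plate median of compound wells and 100% = 10 µM Aha-Tn7 peptide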
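Assay system: Human clot-derived fibrin DD(E) complex | Buffer or medium: Tris/NaCl/CaCl2 buffer, pH 7.8 | Repeats: One replicate per compound | Benchmarks: Aha-Tn7 high control | Measure: % inhibition scaled between sample-field median and high-control FP | Schedule: 10 min plus 3 h, room temperature | Signal: Fluorescence polarization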
ARFGAP1 inhibitor = rat ARFGAP1 inhibition. inhibition, % at 16.5 µM. Q62848. Arfgap1-stimulated ARF1 GTP hydrolysis, GDP FP detection. 0.26% of 360,000 active;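 active = inhibition above a per-plate limit, mean inhibition of low control wells plus 3 SD, cut at about 25% in these data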;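 also: 0% = DMSO wells with enzyme and 100% = wells lacking Arfgap1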
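Assay system: Rat Arfgap1 GAP domain (His6, aa 1-136), purified enzyme | Buffer or medium: HEPES 25 mM pH 7.5, NaCl 150 mM, MgCl2, DTT | Schedule: GTP hydrolysis reaction 2 h at 25 °C | Signal: FP of antibody-bound GDP Alexa 633 tracer, ex 620/em 688 nm | Measure: Percent inhibition of Arfgap1-stimulated GTP hydrolysis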
SIAE inh = human SIAE inhibition, primary screen; SIAE FP-Rh probe binding, fluorescence polarization; Q9HAT2; AID 1053197; inhibition, % at 9.66 µM; 0.69% of 370,000 active;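 active = inhibition above a cutoff: mean of compounds within the control limits plus 3 SD of those, cut at about 17% in these data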;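 also: 0% = plate median of compound wells and 100% = probe without SIAE protein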
Target sequence (Q9HAT2 whole entry, looked up): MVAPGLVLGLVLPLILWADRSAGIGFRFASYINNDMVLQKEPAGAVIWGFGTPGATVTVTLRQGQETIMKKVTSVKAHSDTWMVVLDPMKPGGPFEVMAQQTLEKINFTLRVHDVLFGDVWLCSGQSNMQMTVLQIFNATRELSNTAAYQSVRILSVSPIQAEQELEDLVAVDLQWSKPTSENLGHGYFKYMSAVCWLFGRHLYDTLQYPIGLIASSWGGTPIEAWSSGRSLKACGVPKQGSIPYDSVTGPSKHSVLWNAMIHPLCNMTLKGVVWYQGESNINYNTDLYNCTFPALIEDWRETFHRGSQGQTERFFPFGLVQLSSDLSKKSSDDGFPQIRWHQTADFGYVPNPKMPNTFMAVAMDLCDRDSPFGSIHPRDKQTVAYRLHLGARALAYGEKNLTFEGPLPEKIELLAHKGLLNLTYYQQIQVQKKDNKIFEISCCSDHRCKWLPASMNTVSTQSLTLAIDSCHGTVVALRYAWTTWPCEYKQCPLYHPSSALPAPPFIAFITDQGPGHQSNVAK
PLCg1 inh = blocks human PLC-gamma1 enzyme activity. P19174. purified PLC-gamma1, fluorogenic substrate, fluorescence. inhibition, % at 12.2 µM. 0.84% of 370,000 active; in the data active = inhibition above about 9.5%
Tn6 DDE FP = inhibitors of Tn6 peptide binding to human fibrin DD(E); inhibition, % at 8.3 µM; Fibrin DD(E) TRITC-Tn6 fluorescence polarization displacement; AID 720509; 0.21% of 370,000 active;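 active = inhibition above a per-campaign cutoff: mean of compounds within control limits plus 3 SD, cut at about 15% in these data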;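 also: 0% = median of all compound wells on the plate and 100% = blocking peptide control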
ADAM10 inh = ADAM10 inhibition, QFRET primary screen; O14672; recombinant ADAM10, EDANS/DABCYL FRET peptide cleavage, 3 h; inhibition, % at 7 µM; 0.62% of 370,000 active;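 active = inhibition above a per-campaign cutoff equal to the mean of compounds falling between control-based bounds plus 3 SD, cut at about 20% in these data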;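 also: 0% = DMSO wells while the 100% control is not disclosed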
Target sequence (O14672 214-748 limits assumed): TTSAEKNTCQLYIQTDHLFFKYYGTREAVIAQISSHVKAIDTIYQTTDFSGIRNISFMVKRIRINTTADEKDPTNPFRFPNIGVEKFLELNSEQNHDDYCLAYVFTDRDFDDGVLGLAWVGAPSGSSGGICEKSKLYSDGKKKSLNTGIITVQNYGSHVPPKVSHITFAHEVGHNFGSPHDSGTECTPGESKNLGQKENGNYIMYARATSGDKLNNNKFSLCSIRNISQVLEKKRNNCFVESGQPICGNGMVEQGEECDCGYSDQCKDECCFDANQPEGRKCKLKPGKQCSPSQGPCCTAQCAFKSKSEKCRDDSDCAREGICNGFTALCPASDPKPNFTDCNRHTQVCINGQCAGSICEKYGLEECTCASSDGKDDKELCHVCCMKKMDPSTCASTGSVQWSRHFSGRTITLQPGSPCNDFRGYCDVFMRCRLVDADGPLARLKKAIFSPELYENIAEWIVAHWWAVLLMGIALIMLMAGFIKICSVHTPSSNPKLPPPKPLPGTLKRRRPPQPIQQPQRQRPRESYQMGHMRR
PLCb3 inh = blocks human PLC-beta3 enzyme activity | 0.18% of 370,000 active | Purified PLC-beta3, fluorogenic substrate, fluorescence | AID 720704 | inhibition, % at 12.2 µM | Q01970; in the data active = inhibition above about 11%;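 also: 0% = median of compound wells on plate and 100% = full blocker control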
An asterisk follows results filed as active; i = inactive; / = not tested or not shown. This is a random part of the collection; about 3.6% have a hit in one of these screens.

smiles	TDP2 absorb	ASAP1 inh	ADAM17 inh	Tn7 DDE FP	ARFGAP1 inhibitor	SIAE inh	PLCg1 inh	Tn6 DDE FP	ADAM10 inh	PLCb3 inh
N#Cc1ccccc1COC(=O)c1cccnc1N	-14	-4	-148	-3	2	-6	-36	-2	-425	-63
CCCc1cc(=O)oc2cc(C)cc(OCC(=O)Nc3ccccn3)c12	11	-22	-28	-3	-4	-5	-47	9	-98	-72
CC(Cc1ccccc1)NC(=O)CCCN1C(=O)c2ccccc2C1=O (stereo not drawn)	12	5	-4	2	-7	1	0	3	-7	-6
O=C(CC(=O)c1ccccc1)Nc1ccccn1	-3	9	-107	-7	-6	-10	-30	3	-247	-35
O=C(N[C@H](C(=O)N1CCC[C@H]1C(=O)NC1CCCC1)C1CCCCC1)c1ccccn1	10	-1	-4	4	0	-1	2	6	-13	3
CCOC(=O)N1CCC(NC(=O)CS(=O)(=O)Cc2nc(-c3ccccc3Cl)oc2C)CC1	-7	0	1	-2	24	2	1	1	-9	-8
Clc1cccc(OCCOCCN2CCNCC2)c1Cl	-6	6	-1	-3	1	2	3	7	-10	-3
COc1ccc(Cn2cc(CN3CC(N4CCN(CCO)CC4)CS3(=O)=O)nn2)cc1 (stereo not drawn)	-1	7	-6	-7	7	1	-1	5	-20	-1
CCCc1nc2ccccc2c(=O)n1/N=C/c1ccccc1O	-3	-1	1	-1	-4	1	4	-8	1	2
CC(C)(Oc1ccc(Cl)cc1)C(=O)NC1CCCCC1	-7	1	-2	2	8	2	1	0	-6	-4
CN1C(=O)/C(=C/c2cccc(Cl)c2)Sc2ccc(C(=O)N3CCOCC3)cc21	3	1	-1	-2	3	-3	-70	-9	-3	-104
COc1ccccc1C(=O)Nc1c(C(=O)N(CCN(C)C)Cc2ccco2)oc2ccccc12	-26	6	1	2	4	-2	-6	-2	12	-19
O=C1CCc2ccccc2O1	-7	2	3	-6	4	10	3	-1	-6	4
Cc1cc(C(C)(C)C)cc(CN2CCN(S(=O)(=O)c3cccs3)CC2)c1O	0	13	-3	5	-8	-2	1	6	-4	-3
COc1ccc(-n2c(SCC(=O)Nc3ccc4c(c3)OCO4)nc3sc4c(c3c2=O)CCCC4)cc1	-1	/	-1	7	/	2	1	-8	-7	0
CCC1CN(C(=O)Nc2cccc(C)c2)c2cc(C)ccc2O1 (stereo not drawn)	0	-14	-2	2	6	1	-2	1	-4	-13
COc1cccc(CNC(=S)Nc2cc(C)cc(C)c2)c1	-3	-10	-2	11	4	7	1	2	11	1
O=C(Nc1ccc(F)cc1)C(c1ccccc1OC(F)(F)F)N1CCN(C(=O)c2ccco2)CC1 (stereo not drawn)	1	-2	-1	0	11	-2	0	0	3	4
O=C(C1CCCN(Cc2cccc(Cl)c2)C1)N1CCCCC1 (stereo not drawn)	4	7	-2	2	2	-8	2	1	-7	-5
O=C(NC1CCN(Cc2ccccc2)CC1)c1cccc(OC(F)F)c1	-7	8	-1	-2	8	-2	4	0	9	4
CCC(C)c1ccccc1N1CC(C(=O)Nc2ccc(S(=O)(=O)N3CCOCC3)cc2)CC1=O (stereo not drawn)	-12	10	-13	6	15	-7	0	-5	-5	-14
COc1ccccc1CC(=O)N1CCN(c2ccc([N+](=O)[O-])cc2)CC1	3	4	-6	9	-4	-2	-1	7	7	-6
CC(C)CC(=O)Nc1ccccc1Oc1ccccc1	3	-1	-2	5	10	1	-1	-5	-5	3
COc1ccc(OCCOC(=O)c2ccc(F)c(S(=O)(=O)N3CCOCC3)c2)cc1	-6	-2	1	-1	3	-7	-4	1	0	-8

9 entries from above in a different format.
Results follow in this order: TDP2 absorb, ASAP1 inh, ADAM17 inh, Tn7 DDE FP, ARFGAP1 inhibitor, SIAE inh, PLCg1 inh, Tn6 DDE FP, ADAM10 inh, PLCb3 inh
N#Cc1ccccc1COC(=O)c1cccnc1N
 : -14, -4, -148, -3, 2, -6, -36, -2, -425, -63
CCCc1cc(=O)oc2cc(C)cc(OCC(=O)Nc3ccccn3)c12
 : 11, -22, -28, -3, -4, -5, -47, 9, -98, -72
CC(Cc1ccccc1)NC(=O)CCCN1C(=O)c2ccccc2C1=O (stereo not drawn)
 : 12, 5, -4, 2, -7, 1, 0, 3, -7, -6
O=C(CC(=O)c1ccccc1)Nc1ccccn1
 : -3, 9, -107, -7, -6, -10, -30, 3, -247, -35
O=C(N[C@H](C(=O)N1CCC[C@H]1C(=O)NC1CCCC1)C1CCCCC1)c1ccccn1
 : 10, -1, -4, 4, 0, -1, 2, 6, -13, 3
CCOC(=O)N1CCC(NC(=O)CS(=O)(=O)Cc2nc(-c3ccccc3Cl)oc2C)CC1
 : -7, 0, 1, -2, 24, 2, 1, 1, -9, -8
Clc1cccc(OCCOCCN2CCNCC2)c1Cl
 : -6, 6, -1, -3, 1, 2, 3, 7, -10, -3
COc1ccc(Cn2cc(CN3CC(N4CCN(CCO)CC4)CS3(=O)=O)nn2)cc1 (stereo not drawn)
 : -1, 7, -6, -7, 7, 1, -1, 5, -20, -1
CCCc1nc2ccccc2c(=O)n1/N=C/c1ccccc1O
 : -3, -1, 1, -1, -4, 1, 4, -8, 1, 2

(continued)
Keys – A = TDP2 absorb; B = ASAP1 inh; C = ADAM17 inh; D = Tn7 DDE FP; E = ARFGAP1 inhibitor; F = SIAE inh; G = PLCg1 inh; H = Tn6 DDE FP; I = ADAM10 inh; J = PLCb3 inh
COC(=O)c1c(NC(=O)CSc2nncs2)sc2c1CCCCC2
  A: -2; B: -8; C: 4; D: 8; E: -17; F: -6; G: 2; H: -5; I: 10; J: -1
CCOC(=O)CNC(=O)CSc1nnc(-c2ccco2)n1N
  A: -4; B: -1; C: 4; D: 0; E: -1; F: 4; G: 0; H: 2; I: -13; J: 2
Cc1ccc(S(=O)(=O)N(C)CC(=O)OCC(=O)NCCN2C(=O)CSC2=O)cc1
  A: 5; B: -22; C: 1; D: 0; E: -6; F: -1; G: -2; H: 6; I: -5; J: -4
O=[N+]([O-])c1ccc(S(=O)(=O)Nc2cccc(-c3ccc(N4CCCC4)nn3)c2)cc1
  A: 13; B: 10; C: 3; D: -3; E: 5; F: 2; G: 3; H: -2; I: 2; J: -4
COc1ccc(NC(=O)/C(N=Nc2cccc(S(=O)(=O)Nc3ccc(SC(F)F)cc3)c2)=C(\C)O)cc1
  A: 2; B: 9; C: 0; D: -3; E: 7; F: 17*; G: 0; H: -2; I: -9; J: -2
COc1cccc(OC)c1C(=O)Nc1ccc(N2CCN(C(=O)c3cccs3)CC2)cc1
  A: 16; B: -5; C: 1; D: -2; E: 8; F: 7; G: 1; H: -8; I: -1; J: -2
CC1CCc2nc3ccc(S(=O)(=O)N4CCC(C(=O)NC(C)c5ccccc5)CC4)cc3c(C(=O)O)c2C1 (stereo not drawn)
  A: -4; B: -5; C: -7; D: -2; E: 1; F: -7; G: -27; H: 15; I: -18; J: -37
NC(=O)c1c(NC(=S)Nc2ccc(F)cc2)sc2c1CCCC2
  A: 2; B: -1; C: 1; D: 8; E: 6; F: 6; G: 0; H: 5; I: 7; J: -7
COc1ccccc1NS(=O)(=O)c1ccc(C)c(NC(=O)c2c(C)noc2C)c1
  A: 5; B: -1; C: -6; D: 5; E: 12; F: 0; G: -1; H: -2; I: -11; J: -2
Cc1ccc(NC(=O)CSc2nnc(Cc3ccccc3)o2)c(C)c1
  A: 2; B: 14; C: 2; D: -1; E: 9; F: 1; G: 4; H: 7; I: 4; J: 0
Cc1cc(NC(=O)c2cc(-c3cccc(Cl)c3)on2)no1
  A: -4; B: -1; C: -2; D: 1; E: 3; F: -7; G: 2; H: -2; I: 5; J: 1
CCOC(=O)/C=C/[C@H]1CCc2cccc(C)c2O1
  A: 10; B: 16; C: -5; D: -4; E: -6; F: 6; G: 1; H: -2; I: -7; J: 0
CCCNS(=O)(=O)c1ccc(N2CCCC2=O)c([N+](=O)[O-])c1
  A: 1; B: 0; C: -2; D: -2; E: -2; F: -6; G: 0; H: 0; I: -4; J: 1
Cc1ccc(C(=O)NCc2ccncc2)cc1S(=O)(=O)N1CCCCC1
  A: -4; B: 5; C: -3; D: -2; E: 8; F: -4; G: 1; H: 4; I: -1; J: -5
O=C(Nc1ccc2c(c1)OCO2)N1CCN(C(=O)C2CCCO2)CC1 (stereo not drawn)
  A: 6; B: -2; C: -7; D: -4; E: 6; F: -1; G: -4; H: -4; I: -4; J: -4
COc1ccc(NC(=O)C(NC(=O)c2ccccc2)C(C)C)cc1 (stereo not drawn)
  A: 13; B: -18; C: -4; D: 7; E: -2; F: 0; G: -4; H: 0; I: 3; J: 0
COc1cc(C(=O)NN=C2c3ccccc3-c3ccccc32)cc(OC)c1OC
  A: 4; B: -6; C: -1; D: 0; E: 6; F: -5; G: -12; H: -6; I: -6; J: -17
CCn1cc(/C=N\NC(=O)c2ccccc2Cl)cn1
  A: -3; B: 15; C: -4; D: 12; E: 11; F: -6; G: 1; H: 4; I: 5; J: -3
CN(C(=O)CCN1C(=O)c2ccccc2C1=O)c1ccccc1
  A: -10; B: -2; C: 4; D: 1; E: -2; F: -4; G: 0; H: -2; I: 7; J: -10
CCc1ccc(/C=C2\Oc3c(ccc(O)c3CN3CCN(C)CC3)C2=O)cc1
  A: -7; B: 16; C: -45; D: -1; E: 18; F: -3; G: i; H: -8; I: -90; J: i
CSc1nc(-c2ccco2)nn1C(=O)c1ccc(C)cc1
  A: 6; B: -8; C: -1; D: 7; E: 6; F: 3; G: -1; H: 2; I: -6; J: -2
Cc1nc(-[n+]2nc(-c3ccncc3)nn2-c2ccccc2)sc1C
  A: -5; B: -4; C: -1; D: 8; E: -6; F: 13; G: 7; H: -1; I: -5; J: 7
COc1ccc(C(CNC(=O)C(C)(C)Oc2ccc(Cl)cc2)N2CCCCC2)cc1 (stereo not drawn)
  A: 0; B: -1; C: -1; D: 5; E: 6; F: -5; G: -1; H: 3; I: 4; J: -1
COc1cc(C(=O)OCc2cc3ccccc3[nH]c2=O)cc(OC)c1OC
  A: -4; B: 3; C: -3; D: -4; E: -1; F: -2; G: 0; H: 1; I: -1; J: 0
Cc1ccc(Cn2c(=O)n(Cc3ccco3)c(=O)c3ccccc32)cc1
  A: 11; B: -11; C: -4; D: 6; E: 0; F: -1; G: 0; H: 11; I: 3; J: -1
O=C(Cc1ccccc1F)N1CCN(S(=O)(=O)c2ccc(Cl)cc2)CC1
  A: 4; B: -20; C: -5; D: -4; E: -9; F: 0; G: -2; H: 5; I: -2; J: -2
CCC(=O)c1coc2ccc(O)cc12
  A: 15; B: -12; C: -2; D: -3; E: 10; F: -3; G: -1; H: 5; I: -2; J: -1
COc1cc(CC(=O)OCC(=O)Nc2ccc(N3CCOCC3)cc2)cc(OC)c1OC
  A: 0; B: 0; C: -4; D: -1; E: -1; F: -1; G: -2; H: -6; I: -7; J: -7
